# Vif-A3G inh: qHTS for Inhibitors of Vif-A3G Interactions: qHTS; Potency, µM (top dose mostly 46.1 µM), without a hit: at the top dose activity, negative = active, usual class: inhibitors; 410,000 tested, 0.076% active; DNA dC->dU-editing enzyme APOBEC-3G (Homo sapiens), Q9HC16; AID 602310, 2012; HeLa A3G-eYFP + Vif (tagged APOBEC3G with the HIV-1 protein that degrades it), YFP fluorescence, overnight;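 also: potency is read from the fitted curve at half-maximal effect; % is scaled to controls: 0 for no effect and ±100 for the full control effect; nearly all actives have a fitted effect of over 60% in size; hits raise eYFP signal because A3G escapes Vif-driven loss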
# Target sequence (Q9HC16 whole entry, looked up): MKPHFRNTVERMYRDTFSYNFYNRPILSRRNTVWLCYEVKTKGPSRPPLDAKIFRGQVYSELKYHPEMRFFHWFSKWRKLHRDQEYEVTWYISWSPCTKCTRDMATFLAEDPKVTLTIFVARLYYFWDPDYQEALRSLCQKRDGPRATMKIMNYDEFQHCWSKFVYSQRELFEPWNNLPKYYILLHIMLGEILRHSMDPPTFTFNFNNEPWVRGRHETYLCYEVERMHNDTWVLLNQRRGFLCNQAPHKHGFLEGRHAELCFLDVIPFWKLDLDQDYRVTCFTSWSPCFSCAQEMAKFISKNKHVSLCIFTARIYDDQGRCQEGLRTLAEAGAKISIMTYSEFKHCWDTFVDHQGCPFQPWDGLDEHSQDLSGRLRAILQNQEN
#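 Read-out is eYFP fluorescence (Ex 488/Em 500-530) from Vif-expressing HeLa A3G-eYFP cells; more signal means A3G escaped Vif-mediated degradation. Cells plated overnight, compound pinned in, incubated overnight at 37 deg C.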
# RXFP1 ag: qHTS Assay for Agonists of the Relaxin Receptor RXFP1. Potency, µM (top dose mostly 57.5 µM), for inactives: top-dose activation, usual class: activators. Relaxin receptor 1 (Homo sapiens), Q9HBX9. 370,000 tested, 0.3% active. AID 2676, 2010. HEK293T-RXFP1 cAMP TR-FRET, 30 min; response scale: percent of porcine relaxin response, buffer zero; also: potency is read from the fitted curve at half-maximal effect; % is scaled to controls: 0 for no effect and ±100 for the full control effect; nearly all actives have a fitted effect of over 60% in size; many of its hits are not listed in these tables
#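 HEK293T cells stably expressing RXFP1 were pretreated with the PDE4 inhibitor Ro 20174, exposed to compounds for 30 min at 37C, lysed, and cAMP was read by TR-FRET. Data normalized to buffer (basal) and 29 nM porcine relaxin (100%).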
# D2 potentiator: HTS Assay for Positive Allosteric Modulators of the Human D2 Dopamine Receptor: Primary Screen for Potentiators; potentiation, % at 10 µM; D(2) dopamine receptor (Homo sapiens), P14416; AID 485347, 2010; HEK293 T-REx D2, calcium flux, EC20 dopamine potentiation; 340,000 tested, 0.34% active;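 active = potentiation over 3 SD above the plate norm, cut at about 30% in these data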; also: 0% is about no effect
#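 Using a no-wash calcium dye in inducible, force-coupled HEK293 Trex cells expressing D2, we tracked fluorescence each second for 180 s after compound, then for 180 s after EC20 dopamine to detect augmented signalling.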
# Vif-A3F inh: qHTS for Inhibitors of Vif-A3F Interactions: qHTS. HeLa A3F-eYFP + Vif (tagged APOBEC3F with the HIV-1 protein that degrades it), YFP fluorescence increase. 390,000 tested, 0.2% active. Potency, µM (highest dose often 46.1 µM), without a hit: at the top dose activity, negative = active; also: potency is read from the fitted curve at half-maximal effect; % of control where 0% means no effect; nearly all actives have a fitted effect of over 65% in size
#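 HeLa cells stably expressing Vif plus C-terminally eYFP-tagged A3F were seeded, incubated overnight at 37 deg C, dosed with compound, incubated overnight again at 37 deg C. Yellow fluorescence (Ex 488/Em 500-530) reported blocked Vif-mediated A3F-eYFP degradation.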
# RXFP1 antagonist: qHTS Assay for Antagonists of the Relaxin Receptor RXFP1. Relaxin receptor 1 (Homo sapiens), Q9HBX9. HEK293-RXFP1, relaxin-stimulated cAMP HTRF, 30 min; active compounds read low. activity change, negative = inhibition, % at 57.5 µM. 350,000 tested, 0.59% active. AID 1259400, 2018;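 active = activity change of -60% or lower, but not beyond a set lower limit; inconclusive = change between -60% and -40%, or beyond the set limit; inactive = change above -40%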; also: % is scaled to controls: 0 for no effect and ±100 for the full control effect
# D1 antagonist: Antagonist of Human D 1 Dopamine Receptor: qHTS; 360,000 tested, 3.2% active; activity change, negative = inhibition, % at 10 µM; HEK293 TREx D1 cells, calcium flux, dopamine EC80; active compounds read low; in the data active = activity change below about -30%; also: % is scaled to controls: 0 for no effect and ±100 for the full control effect
# Target sequence (P21728 whole entry, looked up): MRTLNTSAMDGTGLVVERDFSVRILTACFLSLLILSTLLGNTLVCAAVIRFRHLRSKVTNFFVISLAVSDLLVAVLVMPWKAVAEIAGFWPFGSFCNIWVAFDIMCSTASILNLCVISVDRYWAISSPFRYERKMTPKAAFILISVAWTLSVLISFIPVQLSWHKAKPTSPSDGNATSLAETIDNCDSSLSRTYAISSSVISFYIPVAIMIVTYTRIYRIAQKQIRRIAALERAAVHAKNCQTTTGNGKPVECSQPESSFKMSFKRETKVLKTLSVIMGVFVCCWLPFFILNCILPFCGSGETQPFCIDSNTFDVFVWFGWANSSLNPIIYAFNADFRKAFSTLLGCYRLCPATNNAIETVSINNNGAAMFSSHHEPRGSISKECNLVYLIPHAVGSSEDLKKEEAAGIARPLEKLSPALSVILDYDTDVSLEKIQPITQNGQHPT
#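 Cells carrying a force-coupled, tetracycline-inducible human D1 receptor report calcium flux. Each well gets a 10 s baseline, compound with 180 s monitoring, then an EC80 dopamine stimulus with a second 180 s kinetic read.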
# D1 potentiator: Potentiators of Human D1 Dopamine Receptor: qHTS; D(1A) dopamine receptor (Homo sapiens), P21728; HEK293 TREx D1 cells, calcium flux, dopamine EC20 potentiation; potentiation, % at 10 µM; 360,000 tested, 0.036% active; in the data active = potentiation above about 30%; also: 0% is about no effect
# D1 agonist: Allosteric Agonists of the Human D1 Dopamine Receptor: qHTS. D(1A) dopamine receptor (Homo sapiens), P21728. HEK293 T-REx D1 cells, calcium flux, agonist mode. activation, % at 2 µM. 360,000 tested, 1% active. AID 504660, 2011; in the data active = activation above about 30%; also: 0% is about no effect
#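 Agonism was scored from calcium flux recorded over 180 s (1 read/s) after pintool compound addition, following a 10-cycle baseline. Cells were inducible force-coupled HEK293 TREx D1, plated overnight at 30 C and loaded with no-wash calcium dye.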
# GRP78 ERSR act: qHTS for Inducers of the Endoplasmic Reticulum Stress Response (ERSR) in Human Glioma: qHTS; U87-MG GRP78 promoter luciferase reporter, 16 h; Potency, µM, without a hit: at the top dose activation, actives largely listed as activators; 420,000 tested, 0.02% active; AID 602332, 2012; also: potency is read from the fitted curve at half-maximal effect; series mostly up to about 76 µM; % of control where 0% means no effect; nearly all actives have a fitted effect of over 35% in size
#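 Stably transfected U87-MG glioma cells carrying a GRP78-based luciferase sensor; 16 h compound incubation. Luminescence end-point read 10 min after Bright-Glo addition at room temperature.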
# * marks the source's active call; other numbers are inactive results; ? = inconclusive; . = no result given. Unless noted, calls follow the shape of the dose curve; as a rule, active = well fitted curve in the direction sought with a large enough effect; inconclusive = small, poorly fitted or top-dose-only effect, or another doubt; inactive = no such curve, though single readings can be large; an effect the other way counts as inactive or inconclusive. A portion of the library; rates above refer to the full screens.
SMILES,Vif-A3G inh,RXFP1 ag,D2 potentiator,Vif-A3F inh,RXFP1 antagonist,D1 antagonist,D1 potentiator,D1 agonist,GRP78 ERSR act
CCNc1ncnc2c1nnn2C,-2%,9.1%,20,-1%,5,.,2,-1,-4%
CC1=C(CCN2CCN(C(C)C)C(CCO)C2)C(C)(C)CCC1 (stereo not drawn),-9%,0.4%,-10,-5%,?,-3,0,4,-3%
COc1cc(CC(=O)OCC(=O)NCC(C)C)cc(OC)c1OC,-6%,1.8%,-6,-14%,-3,-33*,-3,9,0%
Cc1ccc(NS(=O)(=O)c2c(C(=O)N3CCCCCC3)c(C)n(C)c2C)c(C)c1,0%,1.0%,16,0%,1,1,2,1,-5%
CSc1nc(-c2ccco2)nn1C(=O)c1ccccc1,-4%,-1.3%,2,-3%,.,13,-3,4,-2%
COc1ccc(NCC(O)Cn2c(C)c(C)c3ccccc32)cc1 (stereo not drawn),0%,-0.3%,-1,?,-19,-29,-5,5,-4%
CC(c1ccccc1F)n1cc(C(=O)NCc2ccncc2)nn1 (stereo not drawn),1%,-2.5%,7,.,4,11,-7,0,-5%
Nn1c(SCC(=O)Nc2ccc3c(c2)OCCO3)nnc1C(F)(F)F,0%,-0.2%,5,.,-10,-1,4,1,-3%
N#CCCN(C(=O)COC(=O)c1cccc(S(=O)(=O)Nc2ccc([N+](=O)[O-])cc2)c1)c1ccccc1,2%,4.8%,7,-6%,3,-9,-5,1,-5%
COc1cc(C(=O)N2CCN(C/C=C/c3ccccc3)CC2)cc(OC)c1OC,1%,-1.2%,-6,-10%,19,1,-2,0,0%
CCC[C@@H]1CCCC/C=C\CCCC(=O)OCCN1C(=O)OC(C)(C)C,0%,0.9%,8,-22%,.,.,3,1,-4%
COc1ccc(/C=C/C(=O)NCCN=C2NS(=O)(=O)c3ccccc32)cc1,-2%,2.8%,2,2%,-1,9,-2,0,-3%
O=C(Nc1ccc2c(c1)OCCO2)Nc1ccc2c(c1)OCO2,-11%,-1.9%,-9,-3%,-3,-26,-6,0,-10%
O=C(c1cccc(S(=O)(=O)N2CCCCC2)c1)N1CCN(Cc2ccccc2)CC1,9%,1.1%,-14,2%,-3,-24,-6,2,-2%
Cc1ccc(/C=C/C(=O)C2C(=O)c3ccccc3C2=O)cc1,1%,-0.1%,-8,0%,10,-20,2,0,-10%
Clc1ccc(-c2n[nH]c3c2CCC3)cc1Cl,-6%,1.2%,8,0%,-16,-5,6,3,-14%
C=CCN=C(C)C1=C(O)C(C)OC1=O (stereo not drawn),-3%,-0.1%,11,-8%,1,0,-1,2,-4%
Cc1cccc(NC(=O)C2(c3cccs3)CCOCC2)c1,0%,-0.4%,6,-13%,-2,-1,-5,1,-4%
Cc1cc(C)c(S(=O)(=O)NCCc2ccccc2)c(C)c1,-6%,0.2%,15,-17%,-15,-10,1,3,-2%
O=C(O)CCC(=O)Nc1ccc(N2CCOCC2)cc1,-5%,-1.2%,-5,0%,-13,14,1,4,-2%
Cc1cccc(NC(=O)c2cc(-c3ccccn3)nc3ccccc23)c1C,-21%,-0.3%,.,-10%,-1,7,-5,2,-7%
CC1CC(C)CN(C(=O)COC(=O)CNC(=O)C23CC4CC(CC(C4)C2)C3)C1 (stereo not drawn),0%,0.1%,-16,5%,-9,5,-2,4,-2%
Cc1cccc(NS(=O)(=O)c2ccc(Cl)cc2)n1,1%,-1.5%,14,-14%,-3,4,3,2,-1%
COc1ccc(Cl)cc1NC(=O)Nc1cn(C)nc1C,-2%,-0.2%,12,5%,-19,-61*,-5,17,-2%
CCOc1ccc2c(c1)C(=O)c1cc(OCC(=O)O)ccc1-2,1%,-0.5%,4,-9%,4,6,1,0,-9%
COc1ccc(C(=O)CCC(=O)Nc2cccnc2)c(OC)c1,-1%,3.1%,-6,0%,12,-3,-4,8,0%
CC(=O)N1c2ccc(S(=O)(=O)NCCc3ccccc3)cc2CC1C (stereo not drawn),-1%,4.4%,-2,18%,4,-3,-9,8,0%
COc1ccc(-c2cc3ccc(O)c(CN4CCOCC4)c3oc2=O)cc1OC,3%,?,2,-23%,14,4,-1,7,1%
Nc1nc2c(ccc3ccccc32)s1,-6%,.,.,1%,0,.,.,.,6%
CC(=O)Nc1ccc(C(=O)Nc2ccc(S(=O)(=O)N3CCCCC3)cc2)cc1,-1%,0.4%,-9,-10%,-17,-1,-8,0,-2%
O=C(NCCCN1CCCCC1)C1(S(=O)(=O)c2ccc(Cl)cc2)CC1,0%,-1.0%,2,-1%,.,-1,3,0,-3%
Cc1ccccc1Oc1cc(-n2ncc(Cl)c(Cl)c2=O)ncn1,?,12%,10,?,.,-27,-3,0,-13%
COc1ccc(OCCC(=O)OCC(=O)NC(=O)NC(C)C)cc1,1%,0.2%,-11,-4%,14,0,0,3,4%
CC(C)NCCOCCSc1ccc(Cl)cc1,0%,-5.4%,-27,.,2,-7,2,3,-5%
COc1ccc(C(=O)NCc2ccc3c(c2)OCO3)cc1,0%,-0.1%,-3,1%,-19,9,-2,3,-2%
Cc1c(C(=O)Nc2c(N)nc(SCC(=O)NCC3CCCO3)[nH]c2=O)cccc1[N+](=O)[O-] (stereo not drawn),3%,0.7%,10,5%,-2,-13,-7,1,-4%
O=c1ccccn1Cc1ccccc1F,-8%,0.7%,-8,1%,-5,1,5,1,-9%
Cc1ccc(OCC(=O)NCc2n[nH]c(=O)c3ccccc23)cc1,-1%,2.3%,5,-4%,-7,11,-8,2,-3%
O=c1[nH]c2cccnc2n1Cc1ccccc1,-2%,-0.2%,6,0%,8,-1,1,6,-4%
O=C(NCCCO)/C(=C\C=C\c1ccccc1)NC(=O)c1ccccc1Cl,-6%,0.5%,3,-1%,-7,1,5,2,2%
O=c1ccc(-c2ccc(S(=O)(=O)Nc3ccccc3Cl)o2)n[nH]1,-9%,11%,17,2%,9,-3,3,5,-3%
CCSc1ncc(Cl)c(C(=O)N(Cc2ccc(C(C)(C)C)cc2)C2CCS(=O)(=O)C2)n1 (stereo not drawn),.,0.7%,12,.,1,-3,0,4,.
O=C(N/N=C/c1ccc(N2CCCCC2)o1)C(O)(c1ccccc1)c1ccccc1,.,-0.5%,6,.,.,-29,-1,1,.
O=C1c2ccccc2C(=O)N1OS(=O)(=O)c1ccc(F)cc1,0%,2.4%,-2,-13%,3,-4,-1,2,-3%
CN1CCN(CCCNC(=O)CN2C(=O)COc3ccccc32)CC1,1%,-1.0%,-2,16%,10,1,-1,2,-4%
Cc1ccc(N(C(=O)CNC(=O)c2ccco2)C(C(=O)NC2CCCC2)c2ccncc2)c(C)c1 (stereo not drawn),0%,-4.4%,4,-12%,10,4,.,5,-1%
CN(CC(=O)NC1CCCC1)S(=O)(=O)c1cnc[nH]1,4%,0.2%,5,13%,9,2,-1,1,-4%
COc1nc(C)nc2c1ccc1ccccc12,1%,4.0%,-15,-2%,-2,-17,-6,-1,3%

# Some entries already given, limited to D1 potentiator, Vif-A3F inh and D1 agonist.
compound	D1 potentiator	Vif-A3F inh	D1 agonist
O=C(NCCCN1CCCCC1)C1(S(=O)(=O)c2ccc(Cl)cc2)CC1	3	-1%	0
CCNc1ncnc2c1nnn2C	2	-1%	-1
CSc1nc(-c2ccco2)nn1C(=O)c1ccccc1	-3	-3%	4
O=C1c2ccccc2C(=O)N1OS(=O)(=O)c1ccc(F)cc1	-1	-13%	2

# (next part)
SMILES,Vif-A3G inh,RXFP1 ag,D2 potentiator,Vif-A3F inh,RXFP1 antagonist,D1 antagonist,D1 potentiator,D1 agonist,GRP78 ERSR act
Cn1c(=O)c([N+](=O)[O-])c(N2CCSCC2)c2ccccc21,5%,-2.7%,-1,-2%,-23,3,1,3,-2%
CCC(C)OC(=O)n1ccc(C(=O)Nc2nccs2)n1 (stereo not drawn),-4%,0.6%,-9,-3%,5,3,-6,0,1%
Cn1nc(C(=O)OCC(=O)Nc2ccc(Cl)cc2Cl)c2ccccc2c1=O,0%,2.7%,3,-2%,18,1,-10,0,4%
Cc1ccc(C)c(OCC(=O)Nc2ccc(S(=O)(=O)N3CCN(C)CC3)cc2)c1,4%,-0.2%,2,-2%,-5,-20,-10,7,-5%
Cn1cc(/C=C(\C#N)C(=O)Nc2cccc([N+](=O)[O-])c2)c2ccccc21,0%,2.8%,.,-3%,11,-7,2,3,-7%
Cc1ccc(-n2ncc3c(=O)n(-c4cccc(C)c4)c(=O)[nH]c32)cc1,-2%,.,.,-5%,-5,.,.,.,3%
O=C(C1CCCCC1)N(Cc1cccnc1)c1nc2ccc(Cl)cc2s1,6%,-1.6%,-1,0%,-14,.,0,3,-3%
CN(CC(=O)Nc1ccccc1C(=O)NC1CC1)Cc1ccc(Cl)s1,1%,4.0%,.,-6%,-5,-2,-5,0,-4%
CCCCN(Cc1ccccc1)S(=O)(=O)c1ccc2c(c1)CC(C)N2C(=O)CC (stereo not drawn),5%,-0.3%,20,5%,.,-6,-1,17,2%
COc1ccc(CN(C(=O)c2ccc(-c3ccccc3)[nH]2)C(C(=O)NCC2CCCO2)c2ccc(C)o2)cc1 (stereo not drawn),1%,-0.7%,-10,6%,-9,-6,-3,1,-3%
Cc1cc(C)n(CCC(=O)N/N=C/c2ccccc2O)n1,-8%,-1.1%,-5,2%,.,6,3,7,-6%

# Record cards, from the list above. Values in the order: Vif-A3G inh | RXFP1 ag | D2 potentiator | Vif-A3F inh | RXFP1 antagonist | D1 antagonist | D1 potentiator | D1 agonist | GRP78 ERSR act
# Entry for Cc1cccc(NC(=O)c2cc(-c3ccccn3)nc3ccccc23)c1C = -21% | -0.3% | . | -10% | -1 | 7 | -5 | 2 | -7%
# Entry for COc1ccc(C(=O)CCC(=O)Nc2cccnc2)c(OC)c1 = -1% | 3.1% | -6 | 0% | 12 | -3 | -4 | 8 | 0%
